Screening results: PubChem, National Center for Advancing Translational Sciences (NCATS)
RXFP1 antag: RXFP1 (human) relaxin receptor antagonism; HEK293-RXFP1, relaxin-stimulated cAMP HTRF, 30 min; active compounds read low; activity change, negative = inhibition, % at 57.5 µM; 350,000 tested, 0.59% active;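 active = activity change of -60% or lower, but not beyond a set lower limit; inconclusive = change between -60% and -40%, or beyond the set limit; inactive = change above -40%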; note: % is set by controls: 0 for no effect and ±100 for the full control effect
Tb PGK inh: inhibitors of T. brucei phosphoglycerate kinase; PGK/GAPDH coupled, Kinase-Glo luminescence, 60 min; Potency, µM (titrated, usually from 57.5 µM), inactives show top-dose activity change, negative = inhibition, usual class: inhibitors; 380,000 tested, 0.043% active; note: potency is the fitted concentration of half-maximal effect; % is set by controls: 0 for no effect and ±100 for the full control effect; nearly all actives have a fitted effect of over 60% in size
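Luminescent ATP detection (Kinase-Glo Plus) follows a 60-minute room-temperature incubation, with wells lacking PGK as controls. Buffer: 100 mM TEA (pH 7.6), 5 mM MgCl2, 0.01% Tween-20. Coupling enzyme GAPDH (100 nM final) supplies unstable 1,3-BPG in-well.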
APE1 inh: APE1 (human) endonuclease inhibition. P27695. recombinant APE1, TAMRA/BHQ-2 abasic DNA cleavage fluorescence. Potency, µM (doses to about 65.8 µM), without a hit: top-dose activity change, negative = inhibition, actives largely listed as inhibitors. 350,000 tested, 0.35% active. AID 2517;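 note: potency is the fitted concentration of half-maximal effect; plate controls were vehicle for no effect and reference inhibitor for full effect; nearly all actives have a fitted effect of over 55% in size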
Target sequence (P27695 whole entry, looked up): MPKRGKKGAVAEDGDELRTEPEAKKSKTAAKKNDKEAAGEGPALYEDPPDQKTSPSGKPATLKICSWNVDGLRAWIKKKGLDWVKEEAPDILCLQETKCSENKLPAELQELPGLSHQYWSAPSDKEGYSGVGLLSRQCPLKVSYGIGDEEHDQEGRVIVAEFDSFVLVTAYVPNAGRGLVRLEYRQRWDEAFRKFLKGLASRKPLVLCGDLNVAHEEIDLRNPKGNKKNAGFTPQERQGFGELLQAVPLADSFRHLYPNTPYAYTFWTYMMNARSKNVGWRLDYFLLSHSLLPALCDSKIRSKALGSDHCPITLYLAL
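Kinetic fluorescence read (525 ex/598 em nm, three reads 60 s apart) of AP-site incision; signal = third minus first read. Enzyme 0.75 nM, dual-labelled THF duplex 50 nM, compound preincubation 15 min RT.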
Pol eta inh: inhibitors of human DNA polymerase eta; Q9Y253; recombinant Pol eta, fluorescent DNA replication assay; Potency, µM (doses to about 114 µM), for the others: top-dose activity change, negative = inhibition, actives largely listed as inhibitors; 390,000 tested, 1.2% active; note: potency is the fitted concentration of half-maximal effect; % is set by controls: 0 for no effect and ±100 for the full control effect
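Pol eta (10 nM) was preincubated with compounds for 15 min at room temperature, after which fluorescent replication substrate (50 nM final) was added to start the reaction. Fluorescence was read kinetically at 0 and 10 min.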
POLK inh: blocks human DNA polymerase kappa activity; Q9UBT6; purified Pol kappa, fluorescent DNA synthesis assay, 10 min; Potency, µM (titrated, usually from 107 µM), inactives show top-dose activity, negative = inhibition, usual class: inhibitors; 400,000 tested, 0.53% active; AID 588579; note: potency is the fitted concentration of half-maximal effect; % is set by controls: 0 for no effect and ±100 for the full control effect
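Kinetic fluorescence screen: compound preincubated 15 min RT with 10 nM enzyme; 50 nM substrate (final) initiates; reads at 0/10 min.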
Anesthetic bind: binds horse apoferritin like a general anesthetic; Potency, µM (titrated, usually from 77.5 µM), for the others: at the highest dose activity change, negative = displacement, hits mostly inhibitors; P02791; 350,000 tested, 0.074% active; apoferritin/1-aminoanthracene competitive binding, fluorescence; AID 485281; note: potency is the fitted concentration of half-maximal effect; % is set by controls: 0 for no effect and ±100 for the full control effect; nearly all actives have a fitted effect of over 20% in size
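Read-out: endpoint 1-AMA fluorescence, excitation 380 nm and emission 535 nm, after compounds sit 10 min at room temperature with 10 uM horse-spleen apoferritin in 50% saturated 1-AMA/PBS. Values come from four-parameter Hill fits.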
Pol beta inh: inhibitors of human DNA polymerase beta; P06746; Pol beta primer extension/strand displacement, fluorescence kinetic; Potency, µM (highest dose often 114 µM), for the others: at the highest dose activity change, negative = inhibition, actives largely listed as inhibitors; 340,000 tested, 1.3% active; note: potency is the fitted concentration of half-maximal effect; % is set by controls: 0 for no effect and ±100 for the full control effect
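Pol beta (10 nM) was preincubated with compound for 15 min at room temperature. The reaction was then started with 50 nM substrate and read immediately and after a further 10 min at room temperature.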
BLM inh: Bloom syndrome helicase (human) inhibition; Potency, µM (series often up to 56.1 µM), without a hit: at the highest dose activity change, negative = inhibition, actives largely listed as inhibitors; AID 2528; 350,000 tested, 0.2% active; recombinant BLM DNA unwinding, fluorescence dequenching;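 note: potency is the fitted concentration of half-maximal effect; plate controls were vehicle for no effect and no enzyme for full effect; nearly all actives have a fitted effect of over 35% in size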
POLI inh: DNA polymerase iota (human) inhibition. Q9UNA4. Pol iota fluorescent replication assay, 10 min. Potency, µM (titrated, usually from 115 µM), without a hit: at the top dose activity, negative = inhibition, hits mostly inhibitors. 390,000 tested, 1% active. AID 588590; note: potency is the fitted concentration of half-maximal effect
Target sequence (Q9UNA4 whole entry, looked up): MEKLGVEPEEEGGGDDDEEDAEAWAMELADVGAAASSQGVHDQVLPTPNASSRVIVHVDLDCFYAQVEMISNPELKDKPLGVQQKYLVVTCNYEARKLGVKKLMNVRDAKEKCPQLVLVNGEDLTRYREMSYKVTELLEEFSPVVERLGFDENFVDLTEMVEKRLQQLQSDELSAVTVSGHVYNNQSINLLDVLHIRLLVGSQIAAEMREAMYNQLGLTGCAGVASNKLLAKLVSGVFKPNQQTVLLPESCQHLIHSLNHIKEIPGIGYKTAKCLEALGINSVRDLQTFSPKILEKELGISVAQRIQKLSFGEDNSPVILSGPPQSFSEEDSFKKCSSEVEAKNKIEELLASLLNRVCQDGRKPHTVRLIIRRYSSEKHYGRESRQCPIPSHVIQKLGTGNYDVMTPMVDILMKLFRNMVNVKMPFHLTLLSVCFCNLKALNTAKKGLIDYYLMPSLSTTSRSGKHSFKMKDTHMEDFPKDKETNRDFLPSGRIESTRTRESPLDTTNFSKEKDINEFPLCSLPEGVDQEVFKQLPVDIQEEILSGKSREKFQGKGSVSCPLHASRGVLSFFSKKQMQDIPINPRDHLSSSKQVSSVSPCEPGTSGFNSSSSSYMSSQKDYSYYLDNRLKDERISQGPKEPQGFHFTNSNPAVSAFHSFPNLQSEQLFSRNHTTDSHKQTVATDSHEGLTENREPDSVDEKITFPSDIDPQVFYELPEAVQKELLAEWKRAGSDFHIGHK
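Pol iota at 10 nM preincubated 15 min with compounds at room temperature; reaction started with fluorescent substrate, 50 nM final. Fluorescence read kinetically at 0 and 10 min; buffer-only wells as negative control.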
Starred values were filed as active, the others as inactive; i = inactive; ? = inconclusive; . = not tested or not shown; & = joins results of further samples; [ ] = dose if it differs, or a comment. Unless noted, calls come from the whole dose curve; as a rule, active = well fitted curve in the direction sought with a large enough effect; inconclusive = small, poorly fitted or top-dose-only effect, or another doubt; inactive = no such curve, though single readings can be large; an effect the other way counts as inactive or inconclusive.

RXFP1 antag	BLM inh	POLK inh	APE1 inh	Pol eta inh	Tb PGK inh	Pol beta inh	Anesthetic bind	POLI inh	canonical_smiles
-11	1%	4%[60.1 µM]	-5%	-1%	-1%	?	-4%	3%	COc1ccc(CC(=O)OCC(=O)NCc2ccccc2Cl)cc1OC
8	-6%	-6%	-1%	-6%	0%	0%	0%	4%	CCCCNC(=O)COC(=O)c1ccc(NC(C)=O)cc1
8	-2%	-13%	1%	-7%	i	2%	-11%	?	CN1/C(=C\C(=O)CN2C(=O)NC3(CCCCCC3)C2=O)C(C)(C)c2ccccc21
4	-6%	5%	0%	-8%	-4%	-2%	-14%	-10%	COc1ccc(N2CC(C(=O)N/N=C/c3ccccc3)CC2=O)cc1 (stereo not given)
1	-2%	0%	-29%	-9%	0%	-1%	-20%	174%[activator]	CC(C)Oc1ccc(C(=O)Nc2ccc3c(c2)n(C)c(=O)n3C)cc1
7	-4%	-5%	1%	-15%	-5%	6%	?	-2%	COc1cc2c(=O)n(Cc3ccco3)c(=O)n(CC(=O)c3cccc(Br)c3)c2cc1OC
11	-3%	-17%	-3%	0%	-6%	0%	?	-2%	CCN(CC)S(=O)(=O)c1ccc2c(c1)nc(SCc1nc3ccsc3c(=O)[nH]1)n2CC
4	-1%	0%	4%	4%	.	-4%	-16%	36%[activator]	COC(=O)COc1ccc2occ(C(C)=O)c2c1
-7	-9%	1%[60.1 µM]	1%&1%	2%[57.1 µM]	2%	-6%[57.1 µM]	.	-11%[58.9 µM]	CNCCC(Oc1ccccc1OC)c1ccccc1 (stereo not given)
-4	2%	-11%	-9%	2%	-7%	-1%	-8%	3%	O=S1(=O)CC(O)C(N2CCC(c3ccccc3)CC2)C1 (stereo not given)
-5	-1%	-22%	?	?	0%	3%	-3%	-4%	O=C(COC(=O)c1ccc(S(=O)(=O)NCc2ccco2)cc1)Nc1ccccc1OC(F)F
-9	-16%	-3%	?	-2%	2%	14%	-1%	19%	CCOc1ccccc1N/C=C(\C#N)c1nc2ccccc2n1C
3	1%	-5%	1%	-10%	1%	-15%	-10%	13%	O=C(COc1nc2ccccc2nc1N1CCOCC1)NCC(F)(F)F
-5	-4%	6%	2%	-18%	-1%	1%	-8%	29%	CC(C)C(C)(C#N)NC(=O)CSc1nncn1-c1ccccc1 (stereo not given)
-11	-2%	-1%	-5%	-6%	-1%	-19%	-8%	-9%	Cc1oc(-c2ccccc2F)nc1CN1CCC(C(=O)NCc2cccs2)CC1
-3	.	-17%	-5%	4%	-6%	.	.	20%	Cn1c(SCC(=O)c2ccccc2)ncc(C(=O)Nc2ccc(F)cc2)c1=O
11	0%	-13%	27%	-13%	-2%	3%	-1%	29%	O=C(COc1ccc(S(=O)(=O)NCc2ccccc2)cc1Cl)NCc1ccncc1
18	0%	-6%	0%	-5%	-9%	-19%	-15%	4%	C=CCn1c(=O)c2ccccc2n2c(SCc3nnc(-c4ccccc4Br)o3)nnc12
-27	-2%	-18%	-2%	-21%	-3%	9%	-23%	?	CCOc1ccc2c(c1)nc(SCC(=O)c1cccs1)n2C
11	-3%	-5%	3%	-4%	-11%	0%	0%	-8%	O=C(NC(=S)Nc1ccc(S(=O)(=O)Nc2nccs2)cc1)c1ccccc1

No new results follow: an excerpt of the list.
RXFP1 antag	BLM inh	POLK inh	APE1 inh	Pol eta inh	Tb PGK inh	Pol beta inh	Anesthetic bind	POLI inh	canonical_smiles
1	-2%	0%	-29%	-9%	0%	-1%	-20%	174%[activator]	CC(C)Oc1ccc(C(=O)Nc2ccc3c(c2)n(C)c(=O)n3C)cc1
7	-4%	-5%	1%	-15%	-5%	6%	?	-2%	COc1cc2c(=O)n(Cc3ccco3)c(=O)n(CC(=O)c3cccc(Br)c3)c2cc1OC
11	-3%	-17%	-3%	0%	-6%	0%	?	-2%	CCN(CC)S(=O)(=O)c1ccc2c(c1)nc(SCc1nc3ccsc3c(=O)[nH]1)n2CC
4	-1%	0%	4%	4%	.	-4%	-16%	36%[activator]	COC(=O)COc1ccc2occ(C(C)=O)c2c1
-7	-9%	1%[60.1 µM]	1%&1%	2%[57.1 µM]	2%	-6%[57.1 µM]	.	-11%[58.9 µM]	CNCCC(Oc1ccccc1OC)c1ccccc1 (stereo not given)

The results go on.
RXFP1 antag	BLM inh	POLK inh	APE1 inh	Pol eta inh	Tb PGK inh	Pol beta inh	Anesthetic bind	POLI inh	canonical_smiles
31	-5%	-10%	-7%	-9%	-4%	5%	-3%	-11%	Cc1cccc(NC(=O)c2sc3nc(N4CCOCC4)c4c(c3c2N)CCCC4)c1
4	.	-12%	.	0%	-3%	.	.	20%	CC1(C)C2CC[C@]3(C)C(CC=C4[C@@H]5C[C@@](C)(CO)[C@@H]6C[C@@]5(CC[C@]43C)C(=O)O6)[C@@]2(C)CC[C@@H]1O (stereo not given in full)
.	-1%	-29%	.	3%	11%	0%	-2%	13%	C#CCn1c(=O)n(-c2cccc(Cl)c2C)c(=O)c2c3c(sc21)CN(C(C)=O)CC3
-16	19%	-9%	0%	-2%	6%	-9%	?	?	CCc1cccc2c(-c3csc(=NC)n3C)c[nH]c12
-38	-12%	-1%	22%	-18%	2%	-21%	14%	-12%	C/C(=N\Nc1cc(N2CCCCC2)nc(C)n1)c1ccc(Br)cc1
5	-1%&-1%	-3%&-3%	87%[activator]	-10%&-14%	-4%&-2%	-3%&2%	-11%&2%	-9%&-12%	CCOCCCNC(=O)c1cn(CC)c2ccc(S(=O)(=O)N3CCOCC3)cc2c1=O
7	-5%	-4%	4%	-11%	-4%	36%	-9%	43%[activator]	Cc1cc(N2C(=O)C3CCC(c4ccccc4)CC3C2=O)no1 (stereo not given)
-8	-8%	-5%	-2%	-12%	-9%	-18%	-9%	110%[activator]	CCOC(=O)NC(C)N1C(=O)C2C3C=CC(C3)C2C1=O (stereo not given)
-2	-13%	-11%	14%	6%	-9%	6%	-12%	36%[activator]	Cc1c(Cl)cccc1NC(=S)N1CCN(Cc2ccccc2)CC1
1	4%	-6%	2%	-4%	.	?	-4%	11%	COc1cc(CNC2CCCC2)cc(OC)c1OC
-1	0%	-7%[60.1 µM]	.	-7%	-2%	5%	-13%	-3%	CC(C)c1cnc2c(c1SCC(=O)NCc1ccccc1)c(=O)n(C)c(=O)n2C
1	-7%	-15%	.	.	.	0%	?	9%	CCCSc1ncc(Cl)c(C(=O)Nc2ccc(S(=O)(=O)N3CCCCC3C)cc2)n1 (stereo not given)
7	-5%	-16%	0%	-5%	-8%	12%	-21%	8%	O=C1c2ccccc2C(Nc2ccc(S(=O)(=O)N3CCOCC3)cc2)N1c1ccccn1 (stereo not given)
-26	0%	-12%	49%[activator]	2%	4%	3%	-2%	0%	Cn1cnc(S(=O)(=O)Nc2ccc(Cl)c(C(F)(F)F)c2)c1
.	-4%	-9%	.	0%	-8%	15%	-1%	7%	COc1cc(OC)c(NC(=O)C2CCN(S(=O)(=O)c3ccc4c(c3)oc(=O)n4C)CC2)cc1Cl
-8	0%	-23%	2%	-1%	9%	53%	-8%	10%	CCOC(=O)Cn1cnc(-c2ccc([N+](=O)[O-])cc2)c1
0	-6%	-6%	1%	-14%	0%	-1%	-11%	5%	CCCN(CCC)S(=O)(=O)c1ccc(NS(C)(=O)=O)cc1
-6	-7%	0%	.	-24%	1%	?	4%	-5%	Cc1ccc(Nc2nc3ccccc3c3nncn23)cc1C
.	-5%	-1%	2%	-6%	5%	23%	-2%	?	NCCCC[C@H](N)c1nnc([C@H](CC(=O)O)NC(=O)C2CCNCC2)o1
-4	-4%&3%	18%	4%&-1%	-11%	-11%	6%	1%	27%	CCOc1ccc2nc(S(N)(=O)=O)sc2c1

Next part (2 carried over from the part before).
RXFP1 antag	BLM inh	POLK inh	APE1 inh	Pol eta inh	Tb PGK inh	Pol beta inh	Anesthetic bind	POLI inh	canonical_smiles
.	-5%	-1%	2%	-6%	5%	23%	-2%	?	NCCCC[C@H](N)c1nnc([C@H](CC(=O)O)NC(=O)C2CCNCC2)o1
-4	-4%&3%	18%	4%&-1%	-11%	-11%	6%	1%	27%	CCOc1ccc2nc(S(N)(=O)=O)sc2c1
.	-2%	-7%	-1%	-6%	-10%	18%	33%[activator]	18%	Cc1c(O)c2c3c(cccc3c1O)C(=O)N(c1ccccc1)C2=O
.	8%	-3%	.	-7%	-8%	?	-6%	8%	O=C(Nc1ccccc1C(F)(F)F)C1CCN(c2nnc(-n3cccc3)s2)CC1
6	4%	9%	9%	-3%	i	-1%	-6%	0%	CCCc1cc(=O)oc2cc(C)cc(OC(C)C(=O)NCc3ccccn3)c12 (stereo not given)
-9	-9%	-5%	2%	-10%	i	4%	0%	-23%	CN(C(=O)Nc1cnccc1C(F)(F)F)C1CCCCC1
-10	-2%	-2%	7%	-8%	-2%	-2%	-8%	7%	CC(=O)N(C)c1ccc(NS(=O)(=O)Cc2ccccc2)cc1
13	-4%	-3%	-3%	-16%	1%	4%	-6%	30%[activator]	O=C(Nc1ccon1)c1cc2ccccc2oc1=O
-19	.	-3%	.	-20%	0%	.	.	20%	Nc1ccc2ccccc2c1N=Nc1ccccc1
-14	0%	-11%	17%	-11%	-5%	11%	-11%	3%	Cc1nc(-c2ccccc2O)n(-c2ccccc2)n1

Some of these compounds in order of SMILES length, rising:
RXFP1 antag	BLM inh	POLK inh	APE1 inh	Pol eta inh	Tb PGK inh	Pol beta inh	Anesthetic bind	POLI inh	canonical_smiles
-19	.	-3%	.	-20%	0%	.	.	20%	Nc1ccc2ccccc2c1N=Nc1ccccc1
13	-4%	-3%	-3%	-16%	1%	4%	-6%	30%[activator]	O=C(Nc1ccon1)c1cc2ccccc2oc1=O
-10	-2%	-2%	7%	-8%	-2%	-2%	-8%	7%	CC(=O)N(C)c1ccc(NS(=O)(=O)Cc2ccccc2)cc1

The list is partial; the hit share may differ from the screen's.
